Source: PubChem BioAssay
HEK cytotox: kills HEK 293 cells; HEK 293 viability, ATP luminescence (CellTiter-Glo), 48-72 h; Potency, µM (titrated, usually from 115 µM), for inactives: at the top dose activity change, negative = cytotoxicity, most hits filed as inhibitors; AID 1345083; 94,000 tested, 6.6% active; further: potency means the concentration at half of the fitted maximal effect; nearly all actives have a fitted effect of over 60% in size
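HEK 293 seeded at 250 cells/well receive compound via pintool. After 48 or 72 hr at 37 degree Celsius, 5% CO2 and 95% humidity, CellTiter-Glo is dispensed and luminescence read following 10 min at room temperature.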
SNCA viab count: reduces viability of HEK-293 SNCA reporter cells | HEK-293-SNCA-luc viability, GF-AFC fluorescence, 24 h | Potency, µM (doses to about 57.1 µM), for the others: at the highest dose activity change, negative = cytotoxicity, usual class: cytotoxic | 150,000 tested, 0.12% active;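 further: potency means the concentration at half of the fitted maximal effect; 0% = DMSO-treated cells and -100% = medium-only wells without cells; nearly all actives have a fitted effect of over 30% in size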
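Cytotoxicity counterscreen: after 24 h compound treatment of genome-edited SNCA-luciferase HEK-293 cells, live-cell protease substrate GF-AFC read by fluorescence after 30 min; activity scaled between DMSO (0%) and medium-only (-100%), curves Hill-fitted.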
SNCA expr inhib: SNCA gene expression inhibition. HEK-293 SNCA-luciferase knock-in, luminescence, 24 h. Potency, µM (doses to about 57.2 µM), for the others: at the top dose activity change, negative = inhibition, hits mostly inhibitors. 140,000 tested, 0.17% active;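 further: potency means the concentration at half of the fitted maximal effect; plate controls were DMSO cells for no effect and cell-free wells for full effect; nearly all actives have a fitted effect of over 45% in size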
IP6K1 inh: blocks human inositol hexakisphosphate kinase 1 | 140,000 tested, 0.81% active | AID 1645851 | IP6K1 kinase, ADP-Glo luminescence, 2 h; hits give low values | activity change, % (series mostly up to about 58 µM) | Q92551; in the data active means activity change below about -25%
Target sequence (Q92551 whole entry, looked up): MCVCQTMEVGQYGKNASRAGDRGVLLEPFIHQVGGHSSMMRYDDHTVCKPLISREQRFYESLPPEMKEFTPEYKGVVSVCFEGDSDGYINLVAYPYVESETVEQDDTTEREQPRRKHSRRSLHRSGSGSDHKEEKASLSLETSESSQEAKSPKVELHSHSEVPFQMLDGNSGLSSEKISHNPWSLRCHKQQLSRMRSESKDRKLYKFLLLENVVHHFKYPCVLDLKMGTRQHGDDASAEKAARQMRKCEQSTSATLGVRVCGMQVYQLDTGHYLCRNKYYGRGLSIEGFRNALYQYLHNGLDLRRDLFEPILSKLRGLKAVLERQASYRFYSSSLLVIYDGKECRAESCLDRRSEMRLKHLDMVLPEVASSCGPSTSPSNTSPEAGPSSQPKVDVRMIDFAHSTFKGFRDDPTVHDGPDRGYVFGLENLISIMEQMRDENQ
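ADP-Glo luminescence measures ADP made by human IP6K1 during a 2 h RT reaction with ATP/IP6 (mix at 1.3 mM/130 uM); top library doses 57.5 and 19.1 uM final.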
NIH3T3 tox: cytotoxic compounds in NIH 3T3 cells. NIH 3T3 viability, CellTiter-Glo ATP luminescence, 48-72 h. Potency, µM (titrated, usually from 96.7 µM), for inactives: at the highest dose activity change, negative = cytotoxicity, most hits filed as inhibitors. 94,000 tested, 4.3% active. AID 1345082; further: potency means the concentration at half of the fitted maximal effect; nearly all actives have a fitted effect of over 55% in size
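ATP-dependent luminescence (CellTiter-Glo) served as the viability signal for NIH 3T3 cells treated with compound for 48 or 72 hr at 37 °C.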
GPT2 inh: GPT2 alanine aminotransferase inhibition. Q8TD30. Recombinant GPT2, coupled pyruvate oxidase/HRP Amplex Red fluorescence. Potency, µM (top dose mostly 57.7 µM), for inactives: at the highest dose activity change, negative = inhibition, hits mostly inhibitors. 100,000 tested, 0.25% active; further: potency means the concentration at half of the fitted maximal effect; nearly all actives have a fitted effect of over 60% in size; many of its hits are not listed in these tables
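Inhibition is scored from Amplex Red fluorescence generated when pyruvate oxidase and HRP act on pyruvate released by GPT2. Reactions contain 10ng/uL enzyme, 250uM a-KG and 2mM L-alanine and run 30 min at room temperature.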
FLuc inh: blocks purified firefly luciferase enzyme activity; Potency, µM (titrated, usually from 115 µM), inactives show top-dose activity change, negative = inhibition, actives largely listed as inhibitors; purified P. pyralis luciferase, luminescence, biochemical; 76,000 tested, 2.5% active; P08659; further: potency means the concentration at half of the fitted maximal effect; nearly all actives have a fitted effect of over 65% in size
Target sequence (P08659 whole entry, looked up): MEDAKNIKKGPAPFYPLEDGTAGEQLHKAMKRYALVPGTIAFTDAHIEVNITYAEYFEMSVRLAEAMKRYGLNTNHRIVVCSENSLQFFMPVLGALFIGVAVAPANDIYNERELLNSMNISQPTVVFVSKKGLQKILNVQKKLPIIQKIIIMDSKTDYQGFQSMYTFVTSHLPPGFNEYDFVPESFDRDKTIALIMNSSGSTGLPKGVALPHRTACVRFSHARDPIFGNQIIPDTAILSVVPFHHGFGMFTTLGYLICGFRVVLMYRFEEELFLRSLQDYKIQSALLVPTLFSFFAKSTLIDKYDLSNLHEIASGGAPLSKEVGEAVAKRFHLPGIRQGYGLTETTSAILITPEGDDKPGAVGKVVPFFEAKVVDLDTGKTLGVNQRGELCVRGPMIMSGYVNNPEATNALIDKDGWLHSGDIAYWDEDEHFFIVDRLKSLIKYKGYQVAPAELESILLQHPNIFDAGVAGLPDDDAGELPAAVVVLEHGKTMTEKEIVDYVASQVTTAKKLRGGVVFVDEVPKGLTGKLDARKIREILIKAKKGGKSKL
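Purified 10nM P. pyralis luciferase with 10uM D-luciferin and 10uM ATP in 50mM Tris acetate pH 7.5, 10mM Mg acetate, 0.01% Tween-20, 0.05% BSA. qHTS titration; luminescence read by CCD imager.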
* = called active by the depositor; i = inactive; u = inconclusive; x = no result given; [ ] = dose if it differs, or a comment. Unless noted, the call rests on the fitted dose curve; in most records, active means well fitted curve in the direction sought with a large enough effect; inconclusive means small, poorly fitted or top-dose-only effect, or another doubt; inactive means no such curve, though single readings can be large; an effect the other way counts as inactive or inconclusive. Unless noted, on the % scale 0 is the no-effect control and ±100 the full control effect. This is a subset. The share of hits here may be higher or lower than overall.

1. Cc1ccccc1C(=O)N1CCCC1C(=O)N1CCC(N2CCOCC2=O)CC1 (stereo not drawn)
2. Cc1ncsc1CN1C(=O)CO[C@H](c2ccc(NC(=O)C3CCC3)cc2)[C@H]1CO
3. CCOc1cccc(CN2CCCC(COc3ccccc3C(=O)NC(C)C)C2)c1 (stereo not drawn)
4. O=[S+]([O-])(c1ccccc1)N1CC2(COCCN(Cc3ccccc3)C2)C1
5. COc1cccc(C(=O)N2CCC[C@@H]2C(=O)N2CCCC(c3nc4ccncc4[nH]3)C2)c1 (stereo partly drawn)
6. CN(C)c1ccc(-c2nnnn2[C@H]2CO[C@H]3[C@@H]2OC[C@@H]3NC(=O)NCc2ccccc2)cc1
7. CCOc1ccc(NC(=O)CSc2nc(C)c(C(=O)Nc3ccccc3)c(-c3ccc(Cl)cc3)c2C#N)cc1
8. COCCNC(=O)c1ccc2c(c1)N(C)C(CC(=O)N1CCCOCC1)CO2 (stereo not drawn)
Assay by compound,1,2,3,4,5,6,7,8
HEK cytotox,5%,1%[172 µM],45µM*,u,-9%,-6%,x,-15%
SNCA viab count,3%,3%[87.6 µM],u,2%[87.6 µM],-1%,3%,-15%,-3%
SNCA expr inhib,13%,-10%[87.6 µM],-17%,u,-7%,7%,-20%,3%
IP6K1 inh,19,-15,-7,23,-1,5,-5,4
NIH3T3 tox,-3%,-2%[138 µM],u,-19%[138 µM],-18%,-18%,x,-4%
GPT2 inh,1%,2%[88.5 µM],-16%,0%[88.5 µM],i,-4%,x,i
FLuc inh,x,-2%[172 µM],5%,-8%[172 µM],x,4%,x,5%

9. COc1ccc(C(=O)N(C)Cc2ccc(-c3ccccc3)cc2)cc1
10. COCCN1C(=O)c2cccn2CC1CNC(=O)c1cccc(C)c1 (stereo not drawn)
11. O=C(CC1CCCC1)N1CCC(N2CC3CC(C2)[C@H]2CCCC(=O)N2C3)CC1 (stereo partly drawn)
12. NC1CCc2nn(CC(=O)NCc3ccc(F)cc3Cl)c(=O)n2CC1 (stereo not drawn)
13. Cc1ccc(NC(=O)CN2C(=O)CSc3ccc(S(=O)(=O)N4CCCC4)cc32)cc1F
14. O=C(NC1CC1)c1ccc(N2CC3CC(C2)[C@H]2CCCC(=O)N2C3)nc1 (stereo partly drawn)
15. Cc1ccc(CNC(=O)C2CCN(Cc3nc(-c4cccc(Br)c4)oc3C)CC2)cc1
16. CCOC(=O)N1CCN(C2CCN(c3cc(CC)nc(C)n3)CC2)CC1
Assay by compound,9,10,11,12,13,14,15,16
HEK cytotox,u,-13%,0%,-17%,x,-6%,x,u
SNCA viab count,-11%[87.6 µM],6%,3%,7%,-9%,4%,5%,-6%
SNCA expr inhib,-12%[87.6 µM],-29%,-1%,-9%,4%,-2%,36%[activator],-11%
IP6K1 inh,-9,13,7,-12,26,16,9,37
NIH3T3 tox,u,3%,i,-4%,x,u,x,-3%
GPT2 inh,-5%[88.5 µM],i,u,1%,x,-9%,x,-10%
FLuc inh,-13%[172 µM],-5%,6%,-5%,x,0%,x,5%

17. O=C(c1ccccn1)N1CC(F)(F)C[C@H]1c1nc(-c2ccncc2)no1
18. COc1cccc([S+](=O)([O-])N2CCC3(C2)C(=O)N(C)c2ccccc23)c1 (stereo not drawn)
19. CN(C)c1ccc(CN2CCC(Oc3ccc(Cl)cc3)(C(=O)O)CC2)cn1
20. COc1cc(OC)cc(N2C(=O)[C@@H]3C[C@@H](NC(=O)c4ccc(SC)cc4OC)CCN3C2=O)c1
21. CN(C(=O)c1cccc(Cl)c1)C1CCCc2ccccc21 (stereo not drawn)
22. O=C(N1CCN(S(=O)(=O)c2cccnc2)CC1)N1CC2CC(C1)[C@H]1CCCC(=O)N1C2 (stereo partly drawn)
23. COc1ccc(OC)c(NC(=O)C2CCN(C(=O)N3CC4CC(C3)[C@H]3CCCC(=O)N3C4)CC2)c1 (stereo partly drawn)
24. COc1ccccc1CNC(=O)CCCCn1c(=O)c2ccccc2n(Cc2ccccc2C)c1=O
Assay by compound,17,18,19,20,21,22,23,24
HEK cytotox,u,u,-3%,-8%,71µM*,1%,-5%,x
SNCA viab count,-1%,-23%,7%,-1%,-21%[87.6 µM],8%,-14%,0%
SNCA expr inhib,-14%,-27%,-11%,6%,-11%[87.6 µM],-6%,-15%,0%
IP6K1 inh,5,4,5,-5,-7,8,9,9
NIH3T3 tox,u,-27%,0%,-33%,u,2%,-12%,x
GPT2 inh,i,1%,0%,-23%,-26%[88.5 µM],-10%,u,x
FLuc inh,-5%,4%,10%,-5%,-7%[172 µM],-2%,0%,x

3 entries already listed, arranged by SMILES length, rising:
17. O=C(c1ccccn1)N1CC(F)(F)C[C@H]1c1nc(-c2ccncc2)no1
18. COc1cccc([S+](=O)([O-])N2CCC3(C2)C(=O)N(C)c2ccccc23)c1 (stereo not drawn)
20. COc1cc(OC)cc(N2C(=O)[C@@H]3C[C@@H](NC(=O)c4ccc(SC)cc4OC)CCN3C2=O)c1
Assay by compound,17,18,20
HEK cytotox,u,u,-8%
SNCA viab count,-1%,-23%,-1%
SNCA expr inhib,-14%,-27%,6%
IP6K1 inh,5,4,-5
NIH3T3 tox,u,-27%,-33%
GPT2 inh,i,1%,-23%
FLuc inh,-5%,4%,-5%

Next section
25. CC(C)NC(=O)c1cc(-c2ccccc2F)nc2c1cnn2C
26. CC1=C[C@@H](CNC(=O)c2ccc(C#N)cc2)[C@H](C(C)C)C[C@H]1CC(=O)N1CCCC1
27. Cc1cc(C(=O)N2C[C@H](C(N)=O)[C@H]3c4ccccc4N(CC4CC4)C(=O)[C@]32C)c(C)o1
28. COc1ccc(NC(=O)c2cc3c(N(C)Cc4ccccc4)nc(C)cn3n2)cc1F
29. CSc1ccc(CCNC(=O)c2ccc3c(c2)c(C)c(C)n3Cc2ccc(F)cc2)cc1
30. CSc1cccc(NC(=O)C2CCN(C(=O)c3cnn(-c4ccccc4)c3-n3cccc3)CC2)c1
31. CC(=O)O[C@H]1[C@@H](O)[C@H](O[C@H]2[C@@H]3C=CO[C@@H](O[C@H]4O[C@@H](CO)[C@H](O)[C@@H](O)[C@@H]4O)[C@@H]3[C@@]3(CO)O[C@@H]23)O[C@@H](C)[C@@H]1OC(=O)/C=C/c1ccccc1
32. COc1cc2[nH]c(=O)n(CCCC(=O)N3CCN(c4cccc(C(F)(F)F)c4)CC3)c(=O)c2cc1OC
Assay by compound,25,26,27,28,29,30,31,32
HEK cytotox,-9%[172 µM],u,u,-23%,x,x,x,x
SNCA viab count,x,-11%[87.6 µM],-15%[23.9 µM],-7%,6%,-5%,0%[23.9 µM],-1%
SNCA expr inhib,x,-19%[87.6 µM],3%[25.6 µM],1%,15%,-2%,x,34%[activator]
IP6K1 inh,8,18,9,12,10,-4,24,0
NIH3T3 tox,u,-22%[174 µM],-28%[46.1 µM],u,x,x,x,x
GPT2 inh,x,-5%[88.5 µM],i,i,x,x,5%[17.1 µM],x
FLuc inh,x,14%[172 µM],x,1%,x,x,x,x

33. COc1cc(NC(=O)C2=CC(c3ccc(F)cc3)=NS(=O)(=O)N2C)cc(OC)c1OC
34. CC[C@H](C)[C@H](N)C(=O)N1CCC2(CC1)Nc1ccccc1NC2=O
35. COCCNC(=O)CSc1c2c(nc3cc(Cl)ccc13)CCCC2
36. COc1cccc(/C=C(\C#N)c2nc3ccccc3c(=O)[nH]2)c1OC
37. Cn1ncc2c(C(=O)NCc3cccc(Cl)c3)cc(C(C)(C)C)nc21
38. CCCc1ccc(S(=O)(=O)N2CCN(C3CCN(CCOC)C3=O)CC2)cc1 (stereo not drawn)
39. COc1ccc(C2(C(=O)NCCc3ncc(C)n3CC3CC3)CC2)cc1
40. CN(CCc1noc(C2CN(S(=O)(=O)c3cccnc3)C2)n1)C(=O)C1CC1
Assay by compound,33,34,35,36,37,38,39,40
HEK cytotox,x,i,x,x,50µM*,-26%,-14%,-6%
SNCA viab count,-17%,-25%,u,5%,4%[87.6 µM],-8%,-6%,13%
SNCA expr inhib,-35%,-21%,u,0%,-32%[87.6 µM],41%[activator],-22%,10%
IP6K1 inh,-13,5,18,-13,-3,21,-7,1
NIH3T3 tox,x,-13%,x,x,u,-28%,-18%,-4%
GPT2 inh,x,-24%,x,x,i,-14%,i,i
FLuc inh,x,5%,x,x,x,-4%,4%,x

41. CC(C)c1nc(NCc2ccccc2Cn2cccn2)c2cnn(C)c2n1
42. Cn1ccc(C(=O)N2CC(CNC(=O)Nc3ccccc3)C3(C2)CN(c2ccccc2)C3)n1 (stereo not drawn)
43. O=C(NC1CCN(CCn2nc3n(c2=O)CCCC3)C1)c1ccccn1 (stereo not drawn)
44. Cc1ccoc1C(=O)N[C@@H]1CN(c2ncccn2)C[C@H]1CO
45. CSc1ccc(-c2cccc(C(=O)NCC(=O)NCc3cccs3)c2)cc1
46. COC[C@H]1C[C@@H](NCc2nccn2C)[C@H](O)[C@@H]1O
47. COc1ccc(Cn2c(C(=O)O)c(CNCc3cccs3)c3ccc(C)cc32)cc1
48. Cc1nn2c(c1-c1ccccc1[S+](C)(=O)[O-])N(C(=O)c1ccccc1)CCC2
Assay by compound,41,42,43,44,45,46,47,48
HEK cytotox,u,-11%,3%,-5%,u,i,x,-17%[172 µM]
SNCA viab count,1%,-10%,x,-2%,-9%,2%[87.6 µM],u,6%[87.6 µM]
SNCA expr inhib,-8%,-3%,x,-3%,-2%,9%[87.6 µM],-20%,-22%[87.6 µM]
IP6K1 inh,-21,13,-9,5,2,-3,-12,10
NIH3T3 tox,u,u,-12%,-1%,u,i,x,u
GPT2 inh,u,-7%,x,i,3%,4%[88.5 µM],x,2%[88.5 µM]
FLuc inh,-4%,4%,x,-4%,x,-5%[172 µM],x,-21%[172 µM]

49. COc1ccc(C(=O)N2CCCN(c3nccc(Nc4ccc(C)cc4)n3)C2)cc1
50. Cn1c(SCc2cccc(F)c2)nc2c([nH]c3ccccc32)c1=O
51. CCC(CC)C(=O)N1C[C@@H](CO)[C@H](c2nc(-c3ccncc3)no2)C1
52. CCNC(=O)NCC12CCCC=C1NC(=O)CC2 (stereo not drawn)
53. COc1ccccc1-c1ccc(C(=O)N2CCC(N[S+](=O)([O-])c3ccccc3)CC2)cc1
Assay by compound,49,50,51,52,53
HEK cytotox,11µM*,x,3%,0%,u
SNCA viab count,-7%[12.5 µM],6%,2%,0%,x
SNCA expr inhib,u,12%,11%,1%,x
IP6K1 inh,-4,10,-6,22,11
NIH3T3 tox,u,x,1%,-4%,u
GPT2 inh,i,x,-16%,3%,x
FLuc inh,x,x,-3%,8%,x
